# TLR4 MyD88 comp: TLR4-MyD88 interaction inhibition in cells. O00206+Q99836. HeLa CL3-4 TLR4/MyD88 BLA complementation, FRET ratio. inhibition, % at 8.4 µM. 0.18% of 200,000 active; in the data active = inhibition above about 25%;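 also: 0% = vehicle and 100% = reference inhibitor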
# PPARg SRC-2 ag: agonists of SRC-2 recruitment by human PPARgamma. PPARgamma LBD-SRC-2 recruitment, biochemical. activation, % at 8 µM. AID 1032. P37231. 0.34% of 200,000 active; in the data active = activation above about 22%;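 also: 0% = vehicle and 100% = reference agonist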
# Target sequence (P37231 whole entry, looked up, the tested form may be a part): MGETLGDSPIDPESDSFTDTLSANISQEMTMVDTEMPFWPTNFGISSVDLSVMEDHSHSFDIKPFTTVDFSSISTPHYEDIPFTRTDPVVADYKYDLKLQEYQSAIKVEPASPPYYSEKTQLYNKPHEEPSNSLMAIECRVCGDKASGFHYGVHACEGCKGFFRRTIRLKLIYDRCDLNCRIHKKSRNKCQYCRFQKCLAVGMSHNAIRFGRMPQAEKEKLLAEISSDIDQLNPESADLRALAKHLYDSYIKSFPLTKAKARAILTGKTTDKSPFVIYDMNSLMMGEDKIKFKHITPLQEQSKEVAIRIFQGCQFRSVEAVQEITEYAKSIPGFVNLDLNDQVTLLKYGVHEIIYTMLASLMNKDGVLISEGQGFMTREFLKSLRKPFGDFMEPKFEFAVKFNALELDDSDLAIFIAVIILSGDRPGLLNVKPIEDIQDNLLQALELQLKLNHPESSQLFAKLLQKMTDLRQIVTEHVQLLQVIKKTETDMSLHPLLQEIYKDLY
# S1P3 antagonist: antagonists of human S1P3 receptor; Q99500; CHO S1P3 NFAT-BLA reporter, FRET fluorescence, antagonist mode; inhibition, % at 4.98 µM; 0.27% of 170,000 active;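 active = inhibition above the plate cutoff, the mean inhibition of test wells on that plate plus 3 SD, cut at about 28% in these data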;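 also: cells challenged with S1P at its EC80 of 0.8 µM; blue over green emission ratio from cleaved BLA substrate after 4 h stimulation; 0% = S1P-stimulated wells and 100% = unstimulated DMSO-only wells; some compounds past the cut are filed as inactive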
# Target sequence (Q99500 whole entry, looked up): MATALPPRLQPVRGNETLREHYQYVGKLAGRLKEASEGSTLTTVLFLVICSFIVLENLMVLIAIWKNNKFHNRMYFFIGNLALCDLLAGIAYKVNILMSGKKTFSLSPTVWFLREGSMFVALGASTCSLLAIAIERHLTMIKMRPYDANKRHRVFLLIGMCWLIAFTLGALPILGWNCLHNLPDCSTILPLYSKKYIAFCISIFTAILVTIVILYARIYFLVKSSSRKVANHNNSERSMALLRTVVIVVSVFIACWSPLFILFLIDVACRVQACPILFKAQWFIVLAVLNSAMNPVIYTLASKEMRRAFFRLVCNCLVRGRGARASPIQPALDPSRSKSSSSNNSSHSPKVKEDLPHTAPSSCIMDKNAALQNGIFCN
# PPARg SRC-1 ag: promotes SRC-1 coactivator recruitment by human PPARgamma | PPARgamma-SRC-1 coactivator recruitment biochemical assay | activation, % at 8 µM | 0.41% of 200,000 active | AID 631; in the data active = activation above about 19%;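 also: 0% = DMSO and 100% = reference agonist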
# PPARg SRC3 recr: agonists of human PPARgamma SRC-3 coactivator recruitment; biochemical PPARgamma/SRC-3 coactivator recruitment assay; 0.26% of 200,000 active; activation, % at 8 µM; in the data active = activation above about 23%;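 also: 0% = DMSO and 100% = reference agonist; some compounds past the cut are filed as inactive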
# ROMK mod: modulators of human ROMK potassium channel. Tet-inducible ROMK, thallium flux fluorescence; actives lie on both sides. AID 1918. B-score at 10 µM. 2% of 130,000 active;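 active = signal ratio slope over the read window, or its plate-corrected B-score, at least 3 SD from the plate mean, either direction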;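 also: B-score of the F/F0 ratio slope over 7 to 12 s after thallium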
# RAM network inh: blocks the yeast RAM network; 1.8% of 190,000 active; S. cerevisiae dse1pr::URA3 reporter, 5-FOA growth OD615, 2 d; analog-sensitive cbk1-as2 kinase mutant strain; inhibition, % at 50 µM;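 active = inhibition above a set limit, 3 SD over mean compound inhibition, cut at about 8.4% in these data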;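 also: 0% = DMSO-only wells with no growth and 100% = 10 µM 1-NA-PP1 full growth; inhibition rescues growth on 5-FOA so higher OD means more RAM inhibition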
# STAT3 activator: increases IL-6 driven STAT3 reporter signal | activation (% of control), % at 5.6 µM | U3A cells, IL-6 STAT3-luciferase reporter, luminescence; 100% = signal with IL-6 EC80 alone | 0.91% of 190,000 active | AID 871;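 active = activation above the screen-wide mean of compound activation plus 3 SD, cut at about 130% in these data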;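 also: 0% = background luminescence of wells with medium and substrate only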
#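 Test system: STAT3-luciferase reporter U3A cells; Detection: reporter luminescence signal; Times: 1 h compound pre-exposure, 6 h IL-6 stimulation, 37 °C; Benchmarks: IL-6-only high control; Also added: IL-6 stimulus at 33 ng/mL final.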
# TR-FRET SRC-2 ct: counter-screen for PPARgamma SRC-2 recruitment agonists: TR-FRET artefact. stronger effect = higher value. TR-FRET ratio at 8 µM. 0.4% of 200,000 active; in the data active = TR-FRET ratio above about 2000; also: inactives centre near 1500
# STAT3 inh: inhibitors of IL-6 induced STAT3 signaling; 0.89% of 190,000 active; U3A cells, IL-6 STAT3-luciferase reporter, luminescence; host cell line lacks STAT1; inhibition, % at 5.5 µM; AID 862;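 active = inhibition above the mean inhibition across all screened compounds plus 3 SD, cut at about 44% in these data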;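 also: 0% = DMSO only wells and 100% = 100 µM nifuroxazide control wells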
# STAT1 inh: inhibitors of IFN-gamma induced STAT1 signaling; NIH 3T3 STAT1-luciferase reporter, luminescence; inhibition, % at 5.5 µM; 0.35% of 200,000 active; AID 920;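 active = inhibition above a set limit, the mean inhibition across all tested compounds plus 3 SD, cut at about 34% in these data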;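 also: 0% = IFN-gamma with DMSO and 100% = IFN-gamma with 300 µM nifuroxazide; values of inactives mirror those of a sister screen read the other way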
# The depositor's hits bear a star; x = not tested or not shown.
SMILES,TLR4 MyD88 comp,PPARg SRC-2 ag,S1P3 antagonist,PPARg SRC-1 ag,PPARg SRC3 recr,ROMK mod,RAM network inh,STAT3 activator,TR-FRET SRC-2 ct,STAT3 inh,STAT1 inh
COCCCNC(=O)c1ccc2c(=O)n(Cc3ccc4c(c3)OCO4)c(=S)[nH]c2c1,-2,5,x,8,11,x,1.4,98,1650,7,0
Cn1c(CNc2cccc(Cl)c2)nnc1SCC(=O)OC1CCCCC1,-2,7,9,10,13,x,0.0,100,1452,6,1
Cc1cccc(N(C(=O)Cn2nnc3ccccc32)C(C(=O)NCc2ccco2)c2ccncc2)c1C (stereo unspecified),-10,2,-14,2,0,-0.68,-1.9,99,1533,7,4
COCCCN(C(=S)NC(=O)c1ccc(C(C)(C)C)cc1)c1c(N)n(Cc2ccccc2)c(=O)[nH]c1=O,-6,4,-10,-4,-1,-1.1,1.6,103,1437,0,-3
Clc1ccccc1C1SCC2Nc3ccccc3CN21 (stereo unspecified),-6,-2,24,5,5,x,1.6,132,1574,-34,-14
O=C1NC(c2ccco2)Nc2sc3c(c21)CCN(Cc1ccccc1)C3 (stereo unspecified),-15,7,-26,6,5,x,2.0,95,1723,15,-2
O=C(CCCOc1ccc(Cl)cc1Cl)NCc1ccncc1,0,-2,-3,0,-3,-0.019,3.9,96,1623,10,-19
CCc1cc(C(=O)O)c(NC(=O)C(c2ccccc2)c2ccccc2)s1,0,9,x,-6,7,1,5.4,96,1374,9,0
Cc1ccc(NC(=O)c2ccccn2)cc1S(=O)(=O)N1CCOCC1,-13,8,-19,5,4,0.23,0.0,100,1576,5,-3
O=C(O)CCC(=O)OC1CC2CCC1C2 (stereo unspecified),-10,-13,1,-3,1,1.8,1.3,105,1326,-2,-9
Cc1c(NC(=O)COC(=O)Cc2ccc(Cl)cc2)c(=O)n(-c2ccccc2)n1C,9,7,-7,-2,0,x,-0.4,94,1286,14,2
COc1cc(C(=O)OC(C)CN2CCOCC2)cc(OC)c1OC (stereo unspecified),-5,-1,15,1,7,x,2.0,104,1592,4,-5
Cc1ccc(-c2ccc(CCC(=O)O)n2C(C)C)cc1,-7,3,20,3,18,x,1.3,97,1523,8,-57
OC(COc1ccc(Cl)cc1)CN1CCCCC1 (stereo unspecified),4,-5,2,7,-5,-0.43,-0.4,102,1744,3,1
COc1ccc(C(=O)Nc2ccc(S(=O)(=O)N3CCCC3)cc2)cc1,2,1,-6,-1,4,0.22,0.4,89,1432,18,-32
COc1ccc(OCc2nc3c4c(ncn3n2)-c2ccccc2CC42CCCC2)cc1,-2,-5,4,0,1,x,4.6,104,1621,1,-4
Cc1ccc(NC(=O)C2CCCNC2=O)nc1 (stereo unspecified),10,19,-29,5,2,-0.0074,-0.1,97,1595,7,0
CCn1ccc2cc(OC)ccc2c1=S,8,14,x,3,5,x,1.4,103,1562,-2,10
O=C(CSc1ccc(-c2ccc(F)cc2)nn1)Nc1ccc2c(c1)OCCO2,2,12,-27,10,5,x,4.4,101,1621,2,4
O=C(NCCCO)NC12CC3CC(CC(C3)C1)C2,-3,-1,x,3,1,x,0.6,104,1462,-4,4
C=CCn1c(C)cc(C(=O)COC(=O)/C=C/c2ccc(OC)cc2)c1C,-17,5,2,6,-1,0.093,7.7,99,1671,10,-3
CCN(CC)c1ccc(C(=O)N/N=C/c2ccc(OC)cc2OC)cc1,-16,2,25,7,5,0.049,2.8,86,1866,22,5
COc1cc2c(=O)n(CCCC(=O)NCC3CCCO3)c(=O)n(CC(=O)c3ccc(F)cc3)c2cc1OC (stereo unspecified),4,-4,-17,8,10,0.78,4.9,102,1705,-1,7
COc1ccccc1CNc1nc2nc(C)c(C)c(=O)n2[nH]1,-3,3,-18,4,2,-0.079,2.5,101,1630,2,1
CCOC(=O)CNC(=O)CSc1nnc(NC(=O)c2ccccc2Cl)s1,-8,-1,-8,2,-2,x,3.1,101,1469,-1,-10
# (continued)
SMILES,TLR4 MyD88 comp,PPARg SRC-2 ag,S1P3 antagonist,PPARg SRC-1 ag,PPARg SRC3 recr,ROMK mod,RAM network inh,STAT3 activator,TR-FRET SRC-2 ct,STAT3 inh,STAT1 inh
O=C(CNS(=O)(=O)c1cccs1)N1CCCC1,-6,-6,-3,0,-1,1.1,0.0,104,1388,0,0
Cc1ccc(CNc2oc(-c3ccco3)nc2S(=O)(=O)c2ccccc2)cc1,8,4,x,-2,-5,-0.85,6.6,101,1562,2,5
CCCCc1c(C)c2cc(C)ccc2[nH]c1=O,2,12,x,10,13,-0.92,2.7,84,1469,25,-8
CN(CC(=O)O)c1ccc(C(F)(F)F)cc1[N+](=O)[O-],1,1,4,-3,5,-0.095,0.0,102,1311,5,-3
CN1/C(=C\C=Nc2cc(S(=O)(=O)N3CCOCC3)ccc2N2CCOCC2)C(C)(C)c2ccccc21,9,6,-3,4,2,x,2.8,81,1486,24,6
O=C(NCc1cccnc1)NC(C(F)(F)F)C(F)(F)F,-11,0,x,6,8,2.8,0.6,100,1500,1,2
Cc1cccc(NC(=O)CN(c2ccc(F)cc2)S(C)(=O)=O)c1,5,1,9,-1,-5,-0.45,-0.5,106,1552,-1,10
CCOC(=O)c1nc2ccccc2s1,7,7,23,10,-7,0.27,1.7,146*,1893,-50,-22
CCCCNCc1cc(Br)c(OCc2cccs2)c(OC)c1,-10,7,x,5,14,x,0.9,101,1662,9,-9
Cc1ccc(/C=N/NC(=O)c2ccoc2C)s1,-4,-6,2,8,1,x,3.3,109,1445,-10,-44
CCOc1ccc(C2CC(c3ccccc3)Nc3nc(N)nn32)cc1 (stereo unspecified),15,1,x,-1,3,0.031,3.1,110,1514,-7,-8
Cc1cccc(/C(N)=N/OC(=O)COc2ccccc2Cl)c1,6,-3,0,1,1,0.72,4.4,103,1304,1,-40
CCOC(=O)N1CCN(C(=O)CN2C(=O)COc3ccc(C(C)(C)C)cc32)CC1,-3,-4,-28,3,-3,-1.3,1.1,102,1624,2,0
CCOC(=O)c1sc2ncn(C(CC)C(=O)OC)c(=O)c2c1C (stereo unspecified),8,6,-29,7,12,-0.25,-0.5,93,1659,11,2
N#Cc1cnn2c3c(cnc12)C(=O)N1CCc2ccccc2C1C3 (stereo unspecified),-9,-2,7,1,-3,0.0078,5.1,79,1476,29,1
COc1ccc2nc3ccccc3nc2c1NC(=O)c1ccc(Br)cc1,-14,13,-5,-1,1,-0.2,3.3,103,1491,-6,12
CCCn1nnc(NC(=O)c2ccc(Br)cc2)n1,-5,2,-26,3,7,x,-0.9,109,1432,-10,-15
COc1ccc(N2CC(C(=O)OCC(=O)c3ccccc3)CC2=O)cc1 (stereo unspecified),11,-4,x,-3,-12,x,2.4,101,1636,3,-2
CC(=O)N1CCN(c2ccccc2NC(=O)COc2cc(C)ccc2C(C)C)CC1,3,4,30,1,0,x,-0.4,111,1715,-8,-2
Clc1ccc(-c2c[nH]c3ccccc23)nn1,-6,-5,3,-7,1,-0.21,-0.5,98,1529,7,-8
COC(=O)/C(=C(/F)Sc1cc(C)c(O)c(C)c1)C(F)(F)F,4,-4,x,0,-1,0.72,3.3,108,1422,-4,1
CCNc1nc(NC(C)(C)C)nc(Oc2ccc(=O)n(-c3ccccc3)n2)n1,-5,2,8,-3,5,0.6,5.8,102,1535,9,14
CCN(CC)CC#CCC1(O)c2ccccc2-c2ccccc21,3,8,x,4,8,x,0.4,102,1575,2,14
Cc1ccc(NC(=O)OC(C)CNC(=O)Oc2cccc(C)c2)cc1 (stereo unspecified),-7,1,9,1,4,-0.2,4.0,96,1663,16,-44
CC(C(=O)NCc1cccs1)N1C(=O)c2ccccc2C1=O (stereo unspecified),1,12,x,9,25,x,2.7,100,1636,4,9

# Some values from the results shown:
# COc1ccc2nc3ccccc3nc2c1NC(=O)c1ccc(Br)cc1 in PPARg SRC-2 ag → 13
# COc1cc(C(=O)OC(C)CN2CCOCC2)cc(OC)c1OC (stereo unspecified) in RAM network inh → 2.0

# Following part.
SMILES,TLR4 MyD88 comp,PPARg SRC-2 ag,S1P3 antagonist,PPARg SRC-1 ag,PPARg SRC3 recr,ROMK mod,RAM network inh,STAT3 activator,TR-FRET SRC-2 ct,STAT3 inh,STAT1 inh
COc1ccc(-c2nc3nc(C)c(Cc4ccccc4)c(=O)n3[nH]2)cc1,1,-2,-22,10,-8,-0.026,2.3,100,1581,5,-2
CC(=O)Nc1cccc2c1C(=O)N(c1ccc(C)cc1)C2=O,1,-7,x,-3,4,-2.7*,0.6,160*,1573,-67,-5
Cc1ccc(S(=O)(=O)NCCC(=O)N2CCN(Cc3ccccc3)CC2)cc1,-8,-7,-8,-1,-4,x,0.7,94,1431,12,-5
O=C(C1CCCN1S(=O)(=O)c1cccc2cccnc12)N1CCN(c2ccccc2)CC1 (stereo unspecified),1,3,9,7,-4,x,0.8,107,1740,-4,4
Cc1cc(OCC(=O)NC2CCN(C)CC2)ccc1[N+](=O)[O-],-4,1,3,3,-2,-1.1,0.2,101,1541,4,-8
CC(C)CN1C(=O)C(=O)N(CC(=O)Nc2cc(Cl)ccc2Oc2ccccc2)C1=O,11,7,-9,11,1,-0.3,4.5,105,1613,-4,-7
c1cc2c(cnc3cscc32)s1,-12,53*,2,49*,29*,0.17,0.1,102,2391*,-2,9
Cc1ccc2[nH]cc(CCNC(=O)c3ccc([N+](=O)[O-])cc3)c2c1,-3,-1,-1,-5,-2,x,-1.3,91,1379,9,-1
CC(C)C(OC(=O)c1cc2occc2n1C)C(=O)NCc1ccc2c(c1)OCO2 (stereo unspecified),15,13,4,33*,31*,x,2.0,87,1600,22,1
CCOc1ccc(NS(=O)(=O)c2cc(OC)ccc2OC)cc1,4,2,x,4,6,-0.0062,0.9,96,1640,4,9
CC(=O)Nc1ccc2nc(-c3cccs3)[nH]c2c1,1,6,5,3,12,0.31,-0.5,99,1435,2,-26
COc1cccc(-c2cc3nc(-c4ccccc4)cc(N4CCCC(O)C4)n3n2)c1 (stereo unspecified),6,8,9,-2,6,-0.21,-0.1,87,1492,19,4
CCC1(C)Cc2ccccc2-c2c1c(=O)n(-c1ccc(C)cc1)c1nnnn21 (stereo unspecified),2,1,x,-5,-9,1.9,4.8,100,1351,6,5
CCOc1cc(/C=C2\C(=O)N(c3nc(-c4ccc(Br)cc4)cs3)N=C2c2ccccc2)ccc1O,4,3,x,5,8,0.96,3.8,102,1574,5,2
Cc1ccc(NC(=O)C2CCN(S(=O)(=O)c3cccc4cccnc34)CC2)nc1,-18,6,-31,0,-2,x,0.5,103,1598,1,5
O=C(/C=C/c1ccc(S(=O)(=O)N2CCOCC2)cc1)NCc1ccccc1Cl,-6,-11,-2,-3,-2,x,1.3,111,1421,-13,8

# Screening data deposited in PubChem BioAssay by several laboratories.
